HT1080 cytotoxicity – cytotoxicity in HT1080 fibrosarcoma cells, cell-based, fluorescence readout (AID 620) | HT1080 viability, fluorescence; higher % means a stronger effect | one-dose cytotoxicity, % at 10 µM; EC50 in µM for titrated hits | actives 0.42% (n = 87,000);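 note: cells exposed to compound overnight then 4 h with Alamar Blue; 0% = vehicle DMSO and 100% = killing control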
PMK inhibit – blocks S. pneumoniae phosphomevalonate kinase. purified PMK, PK/LDH-coupled NADH absorbance 340 nm. inhibition, % at 10 µM. actives 0.49% (n = 65,000). AID 539;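 active = top-ranked compounds by inhibition in the single 10 µM screen, taking a fixed number of the strongest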;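 note: 0% = full reaction with DMSO carrier and 100% = background rate without enzyme reaction; no value below 0 was filed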
HPDE-C7 viability – HPDE-C7 pancreatic duct cell viability loss – fluorescence, HTS (AID 430); HPDE-C7 pancreatic duct cells viability, fluorescence; higher % means a stronger effect; cytotoxicity, % at 10 µM; hits with a dose series show EC50 in µM; actives 1.8% (n = 63,000);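 note: cells exposed to compound for 48 hours before viability readout; 0% = vehicle and 100% = reference cytotoxic drug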
LYP inhibition – LYP phosphatase inhibitors, primary screen, biochemical, DiFMUP fluorescence, recombinant catalytic domain, 10 µM (AID 606); recombinant LYP catalytic domain, DiFMUP fluorescence; higher % means a stronger effect; inhibition, % at 10 µM, or IC50 in µM where a hit was titrated; 52,000 tested, under 10 active;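 active = IC50 under 40 µM in the dose-response test; inactive = IC50 of 40 µM or more, or never dose-tested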
Alkaline phosphatase – inhibition of tissue-nonspecific alkaline phosphatase – biochemical, luminescent (AID 518); purified TNAP enzyme, luminescent substrate readout; higher % means a stronger effect; inhibition, % at 20 µM, or IC50 in µM where a hit was titrated; actives 0.09% (n = 64,000); in the data active = a potency from the dose series; inactive = the rest, 99 in 100 with inhibition below about 22%;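 note: plate controls were vehicle for no effect and reference inhibitor for full effect; many of its hits are not listed in these tables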
Bfl-1 displacement – Bfl-1 inhibitors, primary screen, biochemical, fluorescence polarization, FITC-Bid, mouse (AID 432). displacement, % at 20 µM, or IC50 in µM where a hit was titrated. actives 0.02% (n = 64,000). FITC-Bid BH3 peptide fluorescence polarization displacement; higher % means a stronger effect; in the data active = a potency from the dose series; inactive = the rest, 99 in 100 with displacement below about 15%; note: strong numbers were not always called active
KRASV12 cytotoxicity – cytotoxicity in KRAS-transformed pancreatic duct cells, primary screen, cell-based, fluorescence, HTS (AID 431). HPDE-C7K KRASV12 cells, Alamar Blue viability, 48 h; higher % means a stronger effect. cytotoxicity, % at 10 µM; hits with a dose series show EC50 in µM. actives 1.7% (n = 63,000);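 active = compounds whose percent cytotoxicity in the single-dose primary screen, scaled between solvent and toxic-drug controls, exceeds 50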;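 note: 0% = DMSO solvent wells and 100% = doxorubicin-treated wells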
DPM-DC inhibit – S. pneumoniae DPM-DC inhibition. purified DPM-DC, PK/LDH coupled NADH fluorescence. calls only at 10 µM. actives 0.49% (n = 65,000). AID 556;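 active = the 320 compounds with the highest percent inhibition in the single-dose primary screen, excluding strongly autofluorescent ones, cut at about 32% in these data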;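 note: kinetic rate of NADH fluorescence loss reporting ADP formed by the decarboxylase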
MK inhibit – inhibitors of Streptococcus pneumoniae mevalonate kinase; purified MK, PK/LDH-coupled NADH absorbance 340 nm; inhibition, % at 10 µM; actives 0.48% (n = 65,000); AID 555;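 active = ranked among the strongest by inhibition in the single 10 µM screen, a fixed top-ranked set picked for dose follow-up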; note: no value below 0 was filed
PMK inhibit pilot replicates – also measured in PMK inhibit; calls as there; inhibition, %; measured here: pilot screen replicates
MK inhibit pilot replicates – further read-out of MK inhibit, marked with its call; inhibition, %; measured here: pilot screen replicates
DPM-DC inhibit pilot screen % – also measured in DPM-DC inhibit; calls as there; inhibition, %; measured here: pilot screen trials
Starred values were filed as active, the others as inactive; i = inactive; / = not tested or not shown; + = active, no number. Cut-off read from the data, not from the text of the source, unless noted: active = cytotoxicity above about 50%; inactive = the rest. Not a hit list; 3.3% or so of the library scored in one or more.

SMILES | HT1080 cytotoxicity | PMK inhibit | HPDE-C7 viability | LYP inhibition | Alkaline phosphatase | Bfl-1 displacement | KRASV12 cytotoxicity | DPM-DC inhibit | MK inhibit | others
CC(C)COC(=O)n1ccc(C(=O)N2CCCCC2)n1 | / | 25* | -3% | 6% | 1% | -3% | -2% | i | 4
COc1ccc2oc(C(=O)C3CC3)c(N)c2c1 | -3% | 8 | 0% | / | 11% | 1% | 19% | i | 2
COc1ccc(OC)c(C(c2nnnn2CCC(C)C)N2CCN(C(=O)c3ccco3)CC2)c1 (stereo not given) | -5% | 9 | 4% | 10% | 7% | -4% | -9% | i | 0
COc1cccc(OC(=O)CSc2nnc(-c3ccccc3Br)o2)c1 | 6% | 11 | -12% | -15% | 4% | 8% | -13% | i | 5
CCS(=O)(=O)N1CCC(NC(C)=O)(c2ccccc2)CC1 | 34% | 15 | -12% | / | 6% | 4% | 3% | i | 0
CC(=O)c1ccc(OC(C)C)c(CN2CCCCC2)c1 | 2% | 15 | -2% | / | 3% | -2% | -4% | i | 4
COc1ccc(-c2cc(C(=O)N3CCN(C(c4ccccc4)c4ccccc4)CC3)no2)cc1OC | 1% | 12 | / | 9% | 14% | -8% | / | i | 7
COc1cc(C)nc(N2CCC(C(N)=O)CC2)n1 | 2% | 17 | 2% | -1% | 15% | -1% | 7% | i | 10
CN(C)c1ccc(C(=O)OCC(=O)Nc2ccc(S(N)(=O)=O)cc2)cc1 | -1% | 5 | -11% | -2% | -1% | 29% | -14% | i | 4
O=C(Cn1cc2c(n1)CCCCC2)NC1CCCCCC1 | 1% | 7 | -15% | -4% | -1% | -3% | -11% | i | 7
Cc1cccn2c(=O)c3cc(C(=O)NCC4CCCO4)n(C)c3nc12 (stereo not given) | -16% | 11 | / | 10% | / | / | / | / | 7
COc1ccc(N2CCN(C(c3nnnn3CCc3ccccc3)C(C)C)CC2)cc1 (stereo not given) | -6% | 6 | -5% | 3% | 6% | -1% | 1% | i | 7
Cc1cc(C(=O)N2CCN(C(c3ccccc3)c3ccccc3)CC2)no1 | 0% | 13 | -1% | -6% | 12% | 0% | 17% | i | 4 | PMK inhibit pilot replicates=0.0;MK inhibit pilot replicates=1.5;DPM-DC inhibit pilot screen %=3.0
CC(C(=O)O)n1nc2ccccc2n1 (stereo not given) | -5% | 10 | -10% | 5% | 11% | -3% | 7% | i | 14
CN1CCN(C(=O)c2cc3sccc3n2CC(=O)c2ccccc2)CC1 | -1% | 7 | -5% | / | -2% | 2% | -3% | i | 13
CN(C(=O)C1CCN(S(=O)(=O)c2cccs2)CC1)C1CCCCC1 | 0% | 4 | -6% | 4% | 4% | -5% | -14% | i | 6
Fc1ccc(C(c2nnnn2Cc2cccs2)N2CCN(C3CCCC3)CC2)cc1 (stereo not given) | 3% | 0 | -6% | 10% | 7% | 2% | -3% | i | 10
OC1CNCc2cc3c(cc21)OCCO3 (stereo not given) | 9% | 0 | -8% | 3% | 16% | 0% | -8% | i | 8
COc1ccc(CCNC(=O)c2cc(-c3ccccc3O)n[nH]2)cc1OC | -7% | 10 | 2% | / | -58% | -8% | 20% | i | 7
CN(C)c1ccc(-c2noc(C3CCN(S(=O)(=O)c4ccc(C(=O)O)cc4)CC3)n2)cc1 | 9% | 6 | 13% | 9% | 3% | -9% | 13% | i | 11
COC(=O)c1cc(=O)n2c(-c3ccccc3)csc2n1 | 6% | 14 | -10% | 5% | 9% | 5% | -14% | i | 7
COc1cc(CN2CCC(C(=O)NC3CCCC3)CC2)ccc1O | 21% | 7 | -11% | 16% | -2% | -4% | -16% | / | 5 | PMK inhibit pilot replicates=0.0;MK inhibit pilot replicates=0.0
COc1ccccc1CNC(=O)C1CCN(S(=O)(=O)N2CC(C)CC(C)C2)CC1 (stereo not given) | / | 25* | -12% | / | 12% | 9% | -6% | i | 5
O=C(O)C1C2CCC(C2)C1C(=O)Nc1nc2ccccc2s1 (stereo not given) | 4% | 2 | -5% | 9% | 10% | -4% | -6% | i | 8
COc1cc(CN(C(=O)c2ccco2)c2ccc(C)cc2)ccc1O | -8% | 0 | 9% | -2% | 14% | 0% | 19% | i | 17
(next part)
SMILES | HT1080 cytotoxicity | PMK inhibit | HPDE-C7 viability | LYP inhibition | Alkaline phosphatase | Bfl-1 displacement | KRASV12 cytotoxicity | DPM-DC inhibit | MK inhibit | others
CC(C)c1c(O)nc(SCCC(=O)O)[nH]c1=O | -19% | 13 | -13% | 3% | 2% | -6% | -6% | i | 9
O=c1oc2c(CN3CCOCC3)c(O)ccc2c2c1CCCC2 | 4% | 15 | -11% | 3% | 9% | -1% | 8% | / | 8
O=C(OCC(=O)c1ccco1)c1ccc2ncsc2c1 | -10% | 17 | 7% | 2% | 8% | -13% | -4% | i | 8
Cc1cccc(-c2nnc(NC(=O)c3ccc(Cl)cc3)o2)c1 | 7% | 8 | 80%* | / | 1% | -5% | 88%* | i | 0
Cc1c(NC(=O)Cn2nc(C(F)(F)F)c3c2CCCC3)c(=O)n(-c2ccccc2)n1C | -3% | 8 | -5% | 11% | 5% | 3% | -1% | i | 1
O=C(NC1CC1)c1cc2c(s1)-c1ccccc1OC2 | 4% | 1 | -18% | 3% | 8% | -2% | -10% | / | 6
O=C(Nc1nccs1)C1C2CC3OC(=O)C1C3C2 (stereo not given) | 2% | 4 | -3% | -8% | -27% | -5% | -16% | i | 9
O=C(Cn1nnc(-c2ccccc2-n2cnnn2)n1)N1CCCCC1 | -2% | 12 | -1% | 12% | 10% | 0% | -1% | i | 6
Cc1csc(NC(=O)NC2(C(F)(F)F)Oc3ccccc3O2)n1 | 28% | 0 | -4% | 5% | 2% | 3% | -5% | i | 6
COc1cc(OC)cc(OCC(O)Cn2ccnc2)c1 (stereo not given) | 0% | 1 | 2% | 0% | 10% | -3% | 2% | i | 17
Cc1ccsc1C(=O)OCC(=O)N1CC(=O)Nc2ccccc21 | 6% | 15 | -2% | / | 8% | -4% | 0% | i | 0
O=C(Nc1ccc(Cl)c(C(F)(F)F)c1)c1ccco1 | 1% | 0 | -2% | / | 24% | 3% | 10% | i | 11
COCc1nnc(N)s1 | -5% | 9 | / | 14% | 11% | -3% | / | i | 13
O=C(NCCc1nc2ccccc2[nH]1)c1ccco1 | 9% | 14 | -4% | / | 7% | -2% | 16% | i | 2
CCC(=O)NCC(c1cccs1)N1CCOCC1 (stereo not given) | -3% | 12 | -7% | 12% | 12% | -6% | -6% | i | 10
CCOc1ccc(-c2nnc(-c3ccncc3)o2)cc1 | -2% | 8 | 0% | / | 12% | -10% | 9% | + | 14
CC(C)(C)OC(=O)N1CCC(c2c(C(=O)O)cnn2-c2ccc(Cl)cc2)CC1 | 8% | 13 | 1% | / | 5% | -10% | -9% | i | 5
Cc1ccc(-n2c(SCC(N)=O)nnc2-c2cccnc2)c(C)c1 | -4% | 0 | -2% | -20% | 2% | 1% | -7% | i | 9
COc1cccc(-n2c(Cc3cc(=O)[nH]c(=O)[nH]3)nnc2SCC(=O)N2CCCCC2)c1 | 5% | 4 | 3% | 5% | 9% | -7% | 6% | i | 7
CCOC(=O)C1=C(C)N=C2SC(C)C(=O)N2C1c1ccc(OCC)c(OCC)c1 (stereo not given) | -4% | 14 | -17% | -2% | 5% | -4% | -8% | i | 1
COc1cc(-c2ccc(NC(=O)CN3CCCCC3)c(OC)c2)ccc1NC(=O)CN1CCCCC1 | / | 13 | -11% | 3% | 12% | -5% | -6% | i | 9
COC(=O)c1ccc2c(c1)S(=O)(=O)NC(=NCCCN1CCOCC1)S2 | -4% | 9 | -18% | -17% | 2% | -6% | -9% | i | 0
N#CC1=C(N)N(c2ccccc2)C2=C(C(=O)CCC2)C1c1cccs1 (stereo not given) | 1% | 5 | 0% | 6% | 19% | 6% | 12% | i | 7 | PMK inhibit pilot replicates=0.0;MK inhibit pilot replicates=0.0;DPM-DC inhibit pilot screen %=2.0
CC(C)Cc1cc(C(=O)Nc2ccc3c(c2)OCO3)no1 | 3% | 6 | 40% | 12% | 14% | 7% | 43% | i | 11
COc1ccccc1C1NC(=O)CS1 (stereo not given) | -1% | 0 | -19% | 2% | 10% | -6% | -9% | i | 10

Six structures already listed, ordered by formula weight, lowest first.
SMILES | HT1080 cytotoxicity | PMK inhibit | HPDE-C7 viability | LYP inhibition | Alkaline phosphatase | Bfl-1 displacement | KRASV12 cytotoxicity | DPM-DC inhibit | MK inhibit | others
CC(=O)c1ccc(OC(C)C)c(CN2CCCCC2)c1 | 2% | 15 | -2% | / | 3% | -2% | -4% | i | 4
CC(C)COC(=O)n1ccc(C(=O)N2CCCCC2)n1 | / | 25* | -3% | 6% | 1% | -3% | -2% | i | 4
O=C(O)C1C2CCC(C2)C1C(=O)Nc1nc2ccccc2s1 (stereo not given) | 4% | 2 | -5% | 9% | 10% | -4% | -6% | i | 8
Cc1csc(NC(=O)NC2(C(F)(F)F)Oc3ccccc3O2)n1 | 28% | 0 | -4% | 5% | 2% | 3% | -5% | i | 6
N#CC1=C(N)N(c2ccccc2)C2=C(C(=O)CCC2)C1c1cccs1 (stereo not given) | 1% | 5 | 0% | 6% | 19% | 6% | 12% | i | 7 | PMK inhibit pilot replicates=0.0;MK inhibit pilot replicates=0.0;DPM-DC inhibit pilot screen %=2.0
COc1cccc(-n2c(Cc3cc(=O)[nH]c(=O)[nH]3)nnc2SCC(=O)N2CCCCC2)c1 | 5% | 4 | 3% | 5% | 9% | -7% | 6% | i | 7

Remaining list, next part.
SMILES | HT1080 cytotoxicity | PMK inhibit | HPDE-C7 viability | LYP inhibition | Alkaline phosphatase | Bfl-1 displacement | KRASV12 cytotoxicity | DPM-DC inhibit | MK inhibit | others
O=C(CCN1C(=O)C2C3C=CC(C3)C2C1=O)Nc1ccccc1F (stereo not given) | 1% | 13 | -7% | -4% | 8% | 3% | -4% | i | 0
O=S(=O)(Cc1ccccc1)NCC1CCCO1 (stereo not given) | 3% | 0 | 3% | 0% | 0% | -9% | 3% | i | 0
O=C(OC1CCOC1=O)c1ccc(S(=O)(=O)N2CCCCCC2)cc1 (stereo not given) | 6% | 9 | -11% | -1% | 10% | -6% | 3% | i | 6 | PMK inhibit pilot replicates=2.5;MK inhibit pilot replicates=1.0;DPM-DC inhibit pilot screen %=2.5
Cn1c(=O)cc(SCC(=O)NCCCN2CCN(c3ccccc3F)CC2)c2ccccc21 | -10% | 7 | / | 3% | 10% | -4% | / | i | 0
CCOC(=O)C1CCN(C(=O)c2sc3nc(-c4ccccc4)cn3c2C)CC1 | 2% | 0 | 0% | 13% | 9% | 6% | -3% | i | 7
COc1cccc(/C=N/n2c(C)nc3ccccc3c2=O)c1O | 1% | 12 | -8% | / | 4% | -2% | 8% | i | 9
COC(=O)c1ccccc1NC(=O)CN1CCN(C23CC4CC(CC(C4)C2)C3)CC1 | 7% | 4 | 16% | 8% | 9% | -9% | 26% | i | 6
CC(C)c1nc(N2CCOCC2)c(C#N)c2c1CCCC2 | -6% | 1 | -4% | -4% | -1% | 3% | -1% | / | 10
CCOC(=O)c1oc2c(C)c(O)ccc2c(=O)c1-c1nncn1-c1ccccc1 | -5% | 2 | -7% | 12% | 8% | -7% | -6% | i | 6

Screening results (PubChem BioAssay)
